# Screens as filed in PubChem.
# ASAP1 inh = blocks human ASAP1-stimulated Arf1 GTP hydrolysis; Q9ULH1; GDP FP detection; inhibition, % at 16.5 µM; hit rate 0.19% among 360,000; AID 624377; in the data active means inhibition above about 25%;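 further: 0% = vehicle with enzyme and substrate and 100% = no enzyme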
# Target sequence (Q9ULH1 325-724 limits assumed): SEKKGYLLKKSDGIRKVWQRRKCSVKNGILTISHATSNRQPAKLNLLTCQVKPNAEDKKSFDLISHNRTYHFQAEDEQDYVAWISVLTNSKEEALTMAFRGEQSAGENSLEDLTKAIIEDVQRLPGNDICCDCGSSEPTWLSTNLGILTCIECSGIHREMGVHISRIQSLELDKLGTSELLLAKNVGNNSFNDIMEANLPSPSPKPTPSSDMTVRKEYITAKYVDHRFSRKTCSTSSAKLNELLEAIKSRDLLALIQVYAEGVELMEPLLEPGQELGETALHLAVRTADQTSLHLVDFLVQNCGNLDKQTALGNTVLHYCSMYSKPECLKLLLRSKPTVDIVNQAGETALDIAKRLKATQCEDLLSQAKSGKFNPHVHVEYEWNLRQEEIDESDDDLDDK
# ARFGAP1 inh = inhibits rat ARF GTPase activating protein 1; Q62848; Arfgap1-stimulated ARF1 GTP hydrolysis, GDP FP detection; inhibition, % at 16.5 µM; hit rate 0.26% among 360,000;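 active means inhibition above a per-plate limit, mean inhibition of low control wells plus 3 SD, cut at about 25% in these data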;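 further: 0% = DMSO wells with enzyme and 100% = wells lacking Arfgap1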
# Target sequence (Q62848 1-136 limits assumed): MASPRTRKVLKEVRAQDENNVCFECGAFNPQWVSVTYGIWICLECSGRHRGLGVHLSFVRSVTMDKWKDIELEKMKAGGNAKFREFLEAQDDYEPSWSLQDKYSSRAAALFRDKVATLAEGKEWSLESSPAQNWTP
#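 Assay system: purified rat His6-Arfgap1 residues 1-136 (GAP domain); Reagent: human Δ17 ARF1 bound to GTP; Dosing: 16.5 µM single point, 1.26% DMSO; Times: GTP hydrolysis reaction 2 h at 25 °C; Signal: FP, GDP Alexa 633 tracer displaced from anti-GDP antibody, 620/688 nm; Measure: % inhibition from polarization.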
# KLK7 zymogen act = activates the human kallikrein-7 zymogen | purified proKLK7, EDANS-DABCYL substrate fluorescence; 100% is mature enzyme control, 0% vehicle | activation, % at 7 µM | hit rate 0.9% among 370,000;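 active means activation above the mean of all tested compounds plus 3 SD, computed per campaign excluding outliers beyond control limits, cut at about 13% in these data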
# LEDGF integ inh = blocks HIV-1 LEDGF/p75-dependent DNA integration | TR-FRET IN-LEDGF/p75 DNA integration, Eu/Cy5 | inhibition, % at 3.7 µM | hit rate 0.64% among 370,000 | AID 743269;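 active means inhibition above the screen-wide mean plus 3 SD, cut at about 13% in these data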;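 further: signal is the Cy5 over europium emission ratio at 671 and 618 nm; 0% = plate median of compound wells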
# Tn6 DDE FP = DD(E)-Tn6 binding inhibition, primary FP screen; inhibition, % at 8.3 µM; AID 720509; Fibrin DD(E) TRITC-Tn6 fluorescence polarization displacement; P02675; hit rate 0.21% among 370,000;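 active means inhibition above a per-campaign cutoff: mean of compounds within control limits plus 3 SD, cut at about 15% in these data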;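 further: 0% = median of all compound wells on the plate and 100% = blocking peptide control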
# ADAM10 inh = ADAM10 inhibition, QFRET primary screen; O14672; recombinant ADAM10, EDANS/DABCYL FRET peptide cleavage, 3 h; inhibition, % at 7 µM; hit rate 0.62% among 370,000; AID 720582;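 active means inhibition above a per-campaign cutoff equal to the mean of compounds falling between control-based bounds plus 3 SD, cut at about 20% in these data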;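 further: 0% = DMSO wells while the 100% control is not disclosed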
# Target sequence (O14672 214-748 limits assumed): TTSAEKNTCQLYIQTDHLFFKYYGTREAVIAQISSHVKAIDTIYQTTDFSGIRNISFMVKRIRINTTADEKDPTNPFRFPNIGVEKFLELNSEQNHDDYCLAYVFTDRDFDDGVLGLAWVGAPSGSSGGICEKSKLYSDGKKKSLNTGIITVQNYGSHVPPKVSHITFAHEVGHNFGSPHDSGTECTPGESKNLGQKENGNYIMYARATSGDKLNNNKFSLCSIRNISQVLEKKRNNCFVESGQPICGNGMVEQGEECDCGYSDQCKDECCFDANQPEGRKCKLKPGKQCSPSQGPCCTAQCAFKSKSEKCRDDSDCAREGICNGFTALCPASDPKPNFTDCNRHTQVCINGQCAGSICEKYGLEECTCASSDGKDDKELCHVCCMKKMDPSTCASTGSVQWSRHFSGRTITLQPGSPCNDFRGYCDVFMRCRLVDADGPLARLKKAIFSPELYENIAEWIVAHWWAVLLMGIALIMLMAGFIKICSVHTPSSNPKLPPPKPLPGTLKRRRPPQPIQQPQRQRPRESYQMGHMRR
# PLC-gamma1 inh = blocks human PLC-gamma1 enzyme activity; purified PLC-gamma1, fluorogenic substrate, fluorescence; P19174; hit rate 0.84% among 370,000; inhibition, % at 12.2 µM; AID 720700; in the data active means inhibition above about 9.5%
# TDP2 inh = TDP2 (human) inhibition, absorbance primary screen; inhibition, % at 12.8 µM; AID 720702; hit rate 0.34% among 370,000; O95551; recombinant TDP2, T5PNP hydrolysis, p-nitrophenol absorbance 415 nm;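 active means inhibition above the mean of all tested compounds plus 3 SD, set per campaign, cut at about 25% in these data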;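 further: 0% = DMSO with enzyme and 100% = buffer with substrate but no TDP2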
#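 test system = human TDP2 enzyme | input = TDP2 enzyme at 120 nM final | medium = 50 mM Tris-HCl pH 7.5 with Mg2+, KCl, DTT, BSA | also added = T5PNP substrate, 5 mM | times = 2 h at 37 °C | technique = epi absorbance | benchmarks = high control without enzyme, low control DMSO plus TDP2 | replication = each compound tested once, singlicate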
# Tn7 DDE FP = DD(E)-Tn7 binding inhibition, primary FP screen; FP displacement of FITC-Tn7 peptide from fibrin DD(E); 0% = median of compound wells per plate; inhibition, % at 8.3 µM; hit rate 0.13% among 370,000; AID 720508;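 active means inhibition above the mean of compounds falling within the control limits plus 3 SD of them, cut at about 14% in these data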;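 further: 0% = plate median of compound wells and 100% = 10 µM Aha-Tn7 peptide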
#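 Measure: % inhibition scaled between sample-field median and high-control FP; Test system: human fibrin DD(E); Quantity: 2 µM final DD(E) protein; Doses: one dose, 8.3 µM nominal; Schedule: compound with protein 10 min, then 3 h after probe, room temperature; Detection: fluorescence polarization; Medium: Tris buffer with calcium and detergent, pH 7.8.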
# ADAM17 inh = ADAM17 inhibition, QFRET primary screen; hit rate 0.83% among 370,000; recombinant ADAM17, EDANS/DABCYL FRET peptide cleavage; inhibition, % at 6.95 µM;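 active means inhibition above the mean of compounds lying between control limits plus 3 SD, set per campaign, cut at about 8.5% in these data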;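 further: 0% = DMSO-only wells as the low control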
# * = called active by the depositor.
SMILES,ASAP1 inh,ARFGAP1 inh,KLK7 zymogen act,LEDGF integ inh,Tn6 DDE FP,ADAM10 inh,PLC-gamma1 inh,TDP2 inh,Tn7 DDE FP,ADAM17 inh
Cc1cc(C)nc(N(C#N)Cc2cccc(Cl)c2)n1,-1,-15,0.2,-1,5,0,-1,5,-4,1
CNS(=O)(=O)c1cccc(C(=O)OCC(=O)c2cc(C)n(-c3ccc4c(c3)OCO4)c2C)c1,-7,-4,0.0,4,-2,2,3,2,3,2
Cc1cc(C)cc(C(=O)Nc2cccnc2)c1,9,0,0.0,-2,0,0,1,1,0,-2
CC1(C)Cc2c(sc3nc(C4CCCCC4)n(N)c(=O)c23)CO1,-1,-1,0.2,-7,7,-1,-1,-3,-1,-3
CCCCC(CC)CNC(=O)c1[nH]c(C)c(C(C)=O)c1C (stereo unspecified),6,5,0.4,5,0,2,4,7,-3,2
Cc1ccc(NC(=O)c2ccco2)cc1NC(=O)CSc1nnc(-c2cccs2)n1C,-12,12,0.1,0,2,-6,-3,-3,-1,2
CC(C)C(=O)Nc1ccc(Br)cc1Cl,-20,6,0.1,0,1,2,1,-3,8,-3
CCCCN(CCCC)CCNC(=O)CN1C(=O)CSc2ccc(S(=O)(=O)N3CCOCC3)cc21,-9,5,0.5,-1,4,-13,-3,1,4,-6
C=CC[C@@H](CC(=O)N(CCO)Cc1ccccc1)C(=O)N[C@H](COC(=O)[C@@H](CC=C)Cc1ccc(F)cc1)C(C)(C)C,-10,-3,0.1,1,7,5,3,-16,0,3
CC(C)[C@H](NC(=O)N1c2ccccc2NC(=O)[C@@H]1C(C)C)C(=O)N1CCC[C@H]1C(=O)O,4,9,0.2,4,-4,-3,3,-2,-2,0
CCCN1C2CCCC1CC(NC(=S)Nc1cc(C)ccc1C)C2 (stereo unspecified),0,17,-0.6,-1,0,13,7,-11,0,0
O=C(OC(C(=O)NCc1ccc2c(c1)OCO2)c1ccccc1F)c1ccco1 (stereo unspecified),-2,7,-0.3,-1,3,-4,0,-6,5,1
COc1cccc(C#Cc2ccc3c(c2)O[C@H](CN(C)C)[C@@H](C)CN([C@@H](C)CO)S3(=O)=O)c1,3,-12,-1.0,1,4,-47,-28,3,2,-12
O=C(O)c1ccccc1Oc1ccc(Oc2ccccc2)cc1,-2,3,-0.5,-3,-2,2,-6,0,4,-4
Cn1c(=O)c2c(-c3ccccc3F)c3c(nc2n(C)c1=O)-c1ccccc1C3O (stereo unspecified),-3,25*,2.8,-2,-1,-12,-2,3,-6,-5
C=CCn1c(C(C)NC(=O)CC)nc2ccccc21 (stereo unspecified),14,-6,0.1,4,-2,-4,-3,7,1,-5
COC(=O)c1sc(S(=O)(=O)N2CCC(C)CC2)c(C(=O)OC)c1C,-12,12,-0.2,-4,0,-1,-3,1,-2,-1
COc1ccc([C@H]2/C=C\CN(S(=O)(=O)/C=C/c3ccccc3)[C@@H](C)C(=O)N2Cc2ccc(F)cc2)cc1,-3,8,0.2,4,-3,10,2,-7,-6,5
O=C(CSc1nc(Nc2ccccc2)nc(N2CCOCC2)n1)NC1CCCCC1,0,-3,0.9,1,-2,2,2,-9,4,2
CSCC(=O)NCC1(N(C)Cc2ccccc2)Cc2ccccc2C1,-10,10,-0.6,1,3,4,2,3,-2,-2
CCOCc1nnc(NC(=O)c2cccs2)s1,-1,-7,-0.5,-1,-4,5,-1,0,-5,-4
C=CCOc1ccc(/C=N/NC(=O)c2cc3c(OC)cc(OC)cc3[nH]2)cc1,14,10,-3.9,-2,-8,-122,-269,-11,3,-58
CC(=O)OCCNC(=O)Cn1cnc2c1c(=O)n(C)c(=O)n2C,-2,-4,-0.2,0,-6,-4,0,0,-3,-5
Cc1ccc(C(C)C)c(OCC(O)CN2CC(C)OC(C)C2)c1 (stereo unspecified),-18,8,0.3,-2,8,-1,15*,1,-2,-5
CCOC(=O)[C@@H]1[C@H]2COc3ccccc3[C@@H]2N2C(=O)N(c3ccc(Br)cc3)C(=O)[C@@]12C,3,8,-0.8,-2,-4,-5,0,2,1,-3
Cc1cccc(/C(N)=N/OC(=O)c2cccs2)c1,5,1,0.2,-2,11,-5,1,-2,1,-3
C[C@@H]1CN([C@H](C)CO)S(=O)(=O)c2ccc(-c3cccc(C#N)c3)cc2O[C@H]1CN(C)C(=O)Nc1cc(F)ccc1F,5,-1,0.7,-3,3,2,-1,-2,3,1
O=C(CSCc1c(F)cccc1F)Nc1ccccc1,-2,-5,0.2,-1,-2,-5,0,0,-8,-2
C(=N\Nc1ccc(-n2ccnc2)nn1)/c1ccccc1,3,-5,0.1,1,2,-6,0,1,-6,-2
CC(=O)c1ccc(NC(=O)CSc2n[nH]c(-c3cccnc3)n2)cc1,-1,1,-0.6,-1,9,2,0,21,2,-2

# The final 4 records of the part before come first, to join the parts.
SMILES,ASAP1 inh,ARFGAP1 inh,KLK7 zymogen act,LEDGF integ inh,Tn6 DDE FP,ADAM10 inh,PLC-gamma1 inh,TDP2 inh,Tn7 DDE FP,ADAM17 inh
C[C@@H]1CN([C@H](C)CO)S(=O)(=O)c2ccc(-c3cccc(C#N)c3)cc2O[C@H]1CN(C)C(=O)Nc1cc(F)ccc1F,5,-1,0.7,-3,3,2,-1,-2,3,1
O=C(CSCc1c(F)cccc1F)Nc1ccccc1,-2,-5,0.2,-1,-2,-5,0,0,-8,-2
C(=N\Nc1ccc(-n2ccnc2)nn1)/c1ccccc1,3,-5,0.1,1,2,-6,0,1,-6,-2
CC(=O)c1ccc(NC(=O)CSc2n[nH]c(-c3cccnc3)n2)cc1,-1,1,-0.6,-1,9,2,0,21,2,-2
COCCCNC(=O)C1CC(=O)N(Cc2ccc(OC)cc2)C1 (stereo unspecified),0,-1,0.2,-4,3,4,-1,-3,0,1
CN(C)c1ccc(-c2cc(O)c3ncccc3c2)cc1,3,0,1.6,0,2,-1,-113,-10,6,-2
CN(CC(=O)Nc1ccccc1Cl)C(=O)CSc1nnc(-c2ccco2)n1C,9,4,0.0,5,-2,-6,3,-17,-3,2
CCO[C@@H]1OC(C(=O)N2CCN(Cc3ccccc3)CC2)=C[C@H](c2ccc(Br)cc2)[C@H]1CCCO,-10,-4,0.1,5,-5,19,6,-14,2,10*
Cc1cc(C=C2C(=O)c3ccccc3C2=O)c(C)n1C,9,8,0.6,-1,-1,6,-10,1,-4,-2
Cc1ccc(S(=O)(=O)N2CCOCC2)cc1NC(=O)CSc1nccn1C,-3,1,-0.1,0,-2,10,5,-11,-1,2
Cc1nc2ccccc2c(=O)n1C1CCCCCC1,-2,10,-0.3,2,-3,2,2,2,-2,-5
CC1CCN(c2c(NCc3ccc(C(=O)NCc4cccnc4)cc3)c(=O)c2=O)CC1,2,1,-0.3,-2,4,-4,3,7,8,-2
O=C(Nc1ccccc1)c1cc(C2COCCN2C(=O)C2CC2)on1 (stereo unspecified),-2,3,-0.5,-2,-2,-16,2,0,-4,-4
CCOc1ccc(Cl)cc1/C=N/NC(=O)c1ccccc1,-2,8,0.0,-2,0,-14,-4,-4,0,-3
NS(=O)(=O)c1cccc(Nc2nc3ccccc3nc2NS(=O)(=O)c2ccc(Cl)cc2)c1,2,17,-0.4,2,8,-40,-63,3,0,-21
O=C(NCC1CCCO1)c1ccc2c(c1)C(=O)N(c1cccc([N+](=O)[O-])c1)C2=O (stereo unspecified),0,-5,0.4,-2,-1,8,3,-4,-3,-2
C/C(=N\NC(=O)c1ccncc1)c1cccs1,2,-3,-0.1,-3,6,-3,0,-6,1,1
Cc1cc(C)nc(NS(=O)(=O)c2ccc(CC(C)C)cc2)c1,-3,12,0.6,-3,7,-54,-7,2,-6,-16
Cc1cccc(N=C2NN=C(c3ccccc3F)CS2)c1C,10,0,-1.1,-1,-8,1,-6,-9,-1,0
COc1ccc(N(CC(=O)N/N=C(\C)c2ccccc2)S(=O)(=O)c2ccccc2)cc1,0,9,0.2,2,-2,5,4,7,-6,-2
COC(=O)c1sc2ccccc2c1NC(=O)c1coc2ccccc2c1=O,8,6,0.6,1,3,-12,1,1,9,-6
CN1CCN(c2nc3c(c(=O)[nH]c(=O)n3C)n2CCCSc2ncccn2)CC1,-5,-4,-0.3,2,-2,8,3,4,5,-2
C/C(=N\N=C(/N)SC1CC(=O)N(c2ccc(Br)cc2)C1=O)c1cccs1 (stereo unspecified),14,27*,0.5,1,-3,24*,5,-20,-6,12*
Cc1ccc(-n2nc(C(=O)N3CCOCC3)cc2-c2ccc(Cl)cc2)cc1,-1,-21,0.4,-4,0,1,2,-2,-3,1
CN(C)S(=O)(=O)N1CCc2ccccc2C1,5,11,0.3,-5,-1,-13,-2,-4,-4,-3
CC(C)c1ccc(C2CC(=O)N3CN(Cc4ccco4)CSC3=C2C#N)cc1 (stereo unspecified),-12,-9,-1.4,-3,2,2,-4,3,5,-2
O=C(O)C1C2CCCCC2=C2CCCCC2C1C(=O)c1ccccc1 (stereo unspecified),10,-6,-0.1,4,-5,8,1,-2,5,-2
O=C(CNCc1ccco1)Nc1cc(S(=O)(=O)N2CCOCC2)ccc1N1CCCC1,0,6,-0.2,-4,-2,1,-2,21,-2,-3
COc1ccc(C2C(C(=O)NCCN3CCOCC3)c3ccccc3C(=O)N2C2CCCCC2)cc1 (stereo unspecified),-8,5,-0.1,-2,4,3,0,1,10,0
CO[C@H]1O[C@H](C)[C@@H](O)C[C@H]1NC(=O)OCc1ccccc1,11,0,0.7,5,5,-1,0,-2,-3,-5
Cc1ccc2c(c1)N(Cc1ccccc1)C(=O)C(C)S2 (stereo unspecified),-14,-9,-0.5,-1,-4,-3,-1,3,0,-5
Cc1ccc(C)c(N2CCN(S(=O)(=O)c3c(C)noc3C)CC2)c1,-5,10,-0.1,-4,2,-3,-1,-5,2,-1
CCOC(=O)C1C(=O)NC(C(=O)OCC)(C(=O)OCC)C1CC (stereo unspecified),-15,8,1.0,4,-2,2,-1,0,-5,-1
Cc1ccccc1C(=O)NNc1ncnc2c1cnn2C,2,3,-0.8,0,0,4,2,-9,-8,-1
CSc1cccc(NC(=S)N(CCC(C)C)C(C)c2ccncc2)c1 (stereo unspecified),-10,0,0.3,-2,-2,-4,1,-2,-2,-5
Cc1ccc(/C=N/n2c(COc3ccccc3)n[nH]c2=S)cc1,1,0,0.4,-4,3,-3,-1,2,2,-2
CCN(CC)C(=O)Oc1ccc2ccccc2c1Br,8,5,-0.4,2,3,4,0,6,-1,0
